# GLS inhibitor – glutaminase GLS (human) inhibition. O94925. 410,000 compounds, 0.21% hits. Potency, µM (titrated, usually from 45.5 µM), for inactives: at the top dose activity change, negative = inhibition, hits mostly inhibitors. GLS enzymatic activity, qHTS titration; also: potency is read from the fitted curve at half-maximal effect
# Target sequence (O94925 whole entry, looked up): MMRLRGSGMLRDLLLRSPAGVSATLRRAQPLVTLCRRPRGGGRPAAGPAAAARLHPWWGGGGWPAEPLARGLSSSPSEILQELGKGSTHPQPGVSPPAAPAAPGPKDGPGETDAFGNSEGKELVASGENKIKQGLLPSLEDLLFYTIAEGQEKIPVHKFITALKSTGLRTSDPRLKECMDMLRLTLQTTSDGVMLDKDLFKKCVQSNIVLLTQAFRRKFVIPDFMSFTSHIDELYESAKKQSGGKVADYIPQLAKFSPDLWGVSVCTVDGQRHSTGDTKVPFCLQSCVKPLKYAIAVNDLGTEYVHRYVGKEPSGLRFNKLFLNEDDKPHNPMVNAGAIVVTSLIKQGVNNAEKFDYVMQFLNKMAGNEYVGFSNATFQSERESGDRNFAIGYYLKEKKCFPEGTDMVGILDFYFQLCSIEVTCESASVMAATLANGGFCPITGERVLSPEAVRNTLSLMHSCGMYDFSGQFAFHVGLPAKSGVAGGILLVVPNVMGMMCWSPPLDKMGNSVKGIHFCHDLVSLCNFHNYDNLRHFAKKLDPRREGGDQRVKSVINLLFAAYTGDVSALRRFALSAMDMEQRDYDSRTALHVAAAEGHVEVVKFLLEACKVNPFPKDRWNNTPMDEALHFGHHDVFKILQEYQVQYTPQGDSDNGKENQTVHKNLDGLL
#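 Enzyme dispensed in phosphate buffer (45 mM, pH 8.2, 0.02% Tween-20), compounds pinned in, then 1 mM L-glutamine solution and the glutamate oxidase–HRP–Amplex Red mix added; fluorescence read immediately and again after 30 min at room temperature.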
# PI4K2A block – blocks human PI4K2A kinase activity. purified PI4K2A, ADP-Glo luminescence, 1 h; active compounds read low. activity change, negative = inhibition, % at 76.9 µM. 420,000 compounds, 0.13% hits; in the data active = activity change below about -50%;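 also: -100% = wells without enzyme as full effect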
#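 In this quantitative HTS, ADP production by PI4K2A was quantified luminescently after 1 h at ambient temperature; 100 microM adenosine served as plate-quality control.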
# PGK inhibitor – blocks T. brucei phosphoglycerate kinase. P07378. PGK/GAPDH coupled, Kinase-Glo luminescence, 60 min. Potency, µM (titrated, usually from 57.5 µM), without a hit: at the top dose activity change, negative = inhibition, most hits filed as inhibitors. 380,000 compounds, 0.043% hits. AID 602233; also: potency is read from the fitted curve at half-maximal effect; nearly all actives have a fitted effect of over 60% in size
#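 Recombinant glycosomal PGK reaction used 1,3-bisphosphoglycerate generated in-well by GAPDH (100nM final) in 100mM TEA pH 7.6, 5mM MgCl2, 0.01% Tween-20. After 60 minutes at room temperature, ATP was read by Kinase-Glo Plus luminescence end-point.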
# An asterisk follows results filed as active; i = inactive; [ ] = another dose, or the depositor's remark. Unless noted, calls follow the shape of the dose curve; as a rule, active = well fitted curve in the direction sought with a large enough effect; inconclusive = small, poorly fitted or top-dose-only effect, or another doubt; inactive = no such curve, though single readings can be large; an effect the other way counts as inactive or inconclusive. Unless noted, % is scaled to controls: 0 for no effect and ±100 for the full control effect. Only part of the results is shown; count on the stated rates, not on these rows.
GLS inhibitor	PI4K2A block	structure	PGK inhibitor
-1%	0	CCOc1ccc(C(=O)CN2C(=O)NC3(CCCc4ccccc43)C2=O)cc1 (centres undefined)	-2%
1%	5	CC1(C)Cc2c(cnn2-c2ccc(F)cc2)C(NC(=O)C2=CC(=O)CC(C)(C)O2)C1 (centres undefined)	-4%
-5%	-3	Cn1nnnc1SCCNC(=O)C1CCC(=O)N(Cc2cccc(C(F)(F)F)c2)C1 (centres undefined)	i
1%	-6	C=CCn1c(O)c(N=Nc2ccccc2[N+](=O)[O-])c2ccccc21	-1%
-9%	-2	CN(CCOc1ccccc1)C(=O)c1cc(S(=O)(=O)N2CCOCC2)c(Cl)cc1Cl	-1%
6%	1	CC(C)c1ccc(S(=O)(=O)N2CCN(C(=O)CCc3nc4ccccc4c(=O)[nH]3)CC2)cc1	-5%
0%	1	COc1ccc(-c2csc(NC(=O)CCNC(=O)c3ccco3)n2)cc1	i
1%	4	CC1=C(C(=O)N(C)C)CC(CC(=O)NCCc2ccccn2)C(=O)N1Cc1ccccc1 (centres undefined)	-3%
-3%	-5	CCOc1ccc(/C=N/NC(=O)c2ccc3nc[nH]c3c2)cc1OC	i
37%[activator]	2	COc1ccc(OC)c(NCCN2C(=O)c3ccccc3C2=O)c1	-5%
1%	4	CCC1NC(=O)c2cccnc2-n2c1nc1cc(OC)c(OC)cc1c2=O (centres undefined)	i
0%	5	COc1ccc(N2CCN(C(=O)CCCCCn3c(=S)[nH]c4ccc(N5CCOCC5)cc4c3=O)CC2)cc1	-20%
8%	-4	COc1ccc(NC(=O)N(C)[C@H]2C[C@H]3c4[nH]c5ccccc5c4CCN3C[C@H]2[C@H](C)O)cc1	i
-10%	5	C[C@@H]1CN([C@@H](C)CO)S(=O)(=O)c2ccc(Br)cc2O[C@H]1CN(C)Cc1ccccn1	-9%
16%	4	COc1ccc(NC(=S)N(CCc2ccncc2)C(C)C)cc1Cl	-9%
0%	-4	CCc1nnc(NC(=O)c2cccc(S(=O)(=O)N3CCN(C)CC3)c2)s1	-1%
-1%	0	COc1ccc(OC)c(CN2CCN(C(=O)c3ccc(S(=O)(=O)N4CCCCCC4)cc3)CC2)c1	i
5%	-10	C[C@@H]1CN([C@H](C)CO)C(=O)CCCn2nncc2CO[C@@H]1CN(C)C(=O)Nc1ccc2c(c1)OCO2	i
0%	3	Cn1cccc1C(=O)OCC(=O)N1CCc2ccccc2C1	4%
8%	3	CCOc1ccc(CN(C)C(=O)c2cccc(S(=O)(=O)Nc3ccccc3OC)c2)cc1OC	-5%
12%	-2	C[C@@H]1CN([C@H](C)CO)C(=O)c2c(c3ccccc3n2C)-c2ccccc2CO[C@@H]1CN(C)C(=O)Nc1ccc2c(c1)OCO2	2%
-4%	-7	C[C@@H]1CCCCO[C@@H](CN(C)S(=O)(=O)c2cn(C)cn2)[C@@H](C)CN([C@H](C)CO)C(=O)c2cc(NC(=O)Nc3ccc(C(F)(F)F)cc3)ccc2O1	-11%
0%	-4	C[C@H](CO)N1C[C@H](C)[C@@H](CN(C)S(=O)(=O)c2cccc(C#N)c2)OCc2cnnn2CCCC1=O	-4%
0%	-3	COc1cc(C(=O)N2CCOC23CCN(Cc2ccccc2)CC3)cc(OC)c1OC	-4%
-2%	23	Cc1ncc(C)c2c([N+](=O)[O-])cccc12	-1%
-4%	-3	C[C@@H]1CN([C@H](C)CO)C(=O)c2cc(Br)cnc2O[C@@H]1CN(C)C(=O)CC1CC1	-3%
0%	2	Cc1ccc(OCC(=O)Nc2ccc(S(=O)(=O)NC3=NCCCCC3)cc2)cc1	10%
-1%	0	C[C@@H]1CN([C@@H](C)CO)C(=O)CCCn2nncc2CO[C@@H]1CN(C)S(=O)(=O)c1ccc(C#N)cc1	7%
2%	-5	C[C@@H]1Cn2cnc(C(=O)Nc3ccc(CNC(=O)OC(C)(C)C)cc3)c2C(=O)N1	3%
-7%	-2	Cc1cc(N2CCN(C(=O)c3ccoc3)CC2)n2nc(-c3ccccc3)cc2n1	-14%
0%	-3	COc1ccc(N/C(N)=N/c2nc(C)cc(C)n2)cc1	1%
0%	0	COc1ccc(C(=O)OCC(=O)c2ccco2)cc1[N+](=O)[O-]	-9%
1%	3	CC(C)NC(=O)C1CCN(Cc2cccc(OCc3ccccc3)c2)CC1	0%
-3%	-4	O=c1c2ccccc2nnn1-c1ccccc1[N+](=O)[O-]	-9%
0%	2	CC1(C)CN(c2ccccc2)C(=O)[C@H]1CC(=O)Nc1ccccc1	-1%
1%	3	CNC[C@H]1OCc2ccccc2-c2ccccc2C(=O)N([C@@H](C)CO)C[C@H]1C	-2%
-2%	-4	C[C@H](CO)N1C[C@H](C)[C@@H](CN(C)S(=O)(=O)c2ccc(Oc3ccccc3)nc2)OCc2cn(nn2)CCCC1=O	-8%
-5%	-15	COc1cc(NC(=O)CCn2c(=S)[nH]c3ccccc3c2=O)cc(OC)c1OC	-3%
15%	-6	COCCNC(=S)Nc1ccc(N2CCOCC2)c(S(=O)(=O)Nc2ccc(Cl)cc2)c1	2%
0%	4	Cc1ccc(-c2ccccc2C2=CC(=O)CC(C)(C)C2=O)cc1	11%
-4%	0	CC1(C)CC(NC(=O)c2ccc(F)cc2)CC(C)(C)N1	-1%
5%	8	Nc1cccc(OCCCCCOc2cccc(N)c2)c1	-1%
-3%	2	COc1cc(NC(=O)C2CCN(S(=O)(=O)c3cccs3)CC2)c(C(=O)O)cc1OC	-6%
0%	-9	O=C(O)c1cccc2c1C(=O)c1cc([N+](=O)[O-])cc([N+](=O)[O-])c1-2	-8%
1%	-3	CC(=O)c1cccc(NC(=O)C2CCCN2S(=O)(=O)c2ccccc2C(F)(F)F)c1 (centres undefined)	4%

# 17 entries from above, as tab-separated lines:
Compound	GLS inhibitor	PI4K2A block	PGK inhibitor
C[C@@H]1Cn2cnc(C(=O)Nc3ccc(CNC(=O)OC(C)(C)C)cc3)c2C(=O)N1	2%	-5	3%
Cc1cc(N2CCN(C(=O)c3ccoc3)CC2)n2nc(-c3ccccc3)cc2n1	-7%	-2	-14%
COc1ccc(N/C(N)=N/c2nc(C)cc(C)n2)cc1	0%	-3	1%
COc1ccc(C(=O)OCC(=O)c2ccco2)cc1[N+](=O)[O-]	0%	0	-9%
CC(C)NC(=O)C1CCN(Cc2cccc(OCc3ccccc3)c2)CC1	1%	3	0%
O=c1c2ccccc2nnn1-c1ccccc1[N+](=O)[O-]	-3%	-4	-9%
CC1(C)CN(c2ccccc2)C(=O)[C@H]1CC(=O)Nc1ccccc1	0%	2	-1%
CNC[C@H]1OCc2ccccc2-c2ccccc2C(=O)N([C@@H](C)CO)C[C@H]1C	1%	3	-2%
C[C@H](CO)N1C[C@H](C)[C@@H](CN(C)S(=O)(=O)c2ccc(Oc3ccccc3)nc2)OCc2cn(nn2)CCCC1=O	-2%	-4	-8%
COc1cc(NC(=O)CCn2c(=S)[nH]c3ccccc3c2=O)cc(OC)c1OC	-5%	-15	-3%
COCCNC(=S)Nc1ccc(N2CCOCC2)c(S(=O)(=O)Nc2ccc(Cl)cc2)c1	15%	-6	2%
Cc1ccc(-c2ccccc2C2=CC(=O)CC(C)(C)C2=O)cc1	0%	4	11%
CC1(C)CC(NC(=O)c2ccc(F)cc2)CC(C)(C)N1	-4%	0	-1%
Nc1cccc(OCCCCCOc2cccc(N)c2)c1	5%	8	-1%
COc1cc(NC(=O)C2CCN(S(=O)(=O)c3cccs3)CC2)c(C(=O)O)cc1OC	-3%	2	-6%
O=C(O)c1cccc2c1C(=O)c1cc([N+](=O)[O-])cc([N+](=O)[O-])c1-2	0%	-9	-8%
CC(=O)c1cccc(NC(=O)C2CCCN2S(=O)(=O)c2ccccc2C(F)(F)F)c1 (centres undefined)	1%	-3	4%

# (continued)
GLS inhibitor	PI4K2A block	structure	PGK inhibitor
-3%	6	Nc1ccn([C@@H]2O[C@H](CNCc3cc(Br)ccc3OCc3ccccc3)[C@@H](O)[C@H]2O)c(=O)n1	-5%
2%	-2	Cc1ccccc1NC(=O)CSc1nccn1Cc1ccco1	7%
-9%	-5	Cc1n[nH]c2ccc(Br)cc2c1=O	i
0%	5	O=C(COc1ccc(F)c(Cl)c1)NC(=O)NC1CCCC1	-6%
2%	-3	CCn1c(C)nnc1SCC(=O)Nc1ccc(OC)cc1	-2%
-4%	-1	COc1ccc(NC(=O)c2sc3nc(N4CCOCC4)c4c(c3c2N)CCCC4)cc1	10%
13%	1	COc1cccc(NC(=O)CN(C)C(=O)c2cc(Cl)nc3ccccc23)c1	4%
3%	5	CC1=C(C(=O)N2CCOCC2)CC(CC(=O)NCc2cccc3ccccc23)C(=O)N1CCC1=CCCCC1 (centres undefined)	0%
1%	-3	O=C(CSc1nnc(-c2ccccc2F)n1C1CC1)N1CCCC1	-7%
1%	3	COc1ccc(C2CCCCCN2C(=O)C2CCN(S(=O)(=O)c3ccc(C)cc3)CC2)cc1 (centres undefined)	7%
-1%	1	O=C(CCc1nc2ccccc2c(=O)[nH]1)Nc1ccccc1N1CCCCC1	3%
2%	4	NC(=O)C1CCN(C(=O)c2ccc(Cl)c(NC(=O)c3cccs3)c2)CC1	-8%
-5%	-1	COc1ccccc1S(=O)(=O)N(C)C[C@H]1OCc2cnnn2CCCC(=O)N([C@@H](C)CO)C[C@H]1C	0%
0%	-8	COc1ccc(CNCCCn2cnc3c(SC)ncnc32)cc1	6%
-2%	-5	Cc1ccc2c(c1)=N/C(=N\c1[nH]c(O)c3ccccc13)N=2	i

# Two compounds picked at random from those above, as already listed:
GLS inhibitor	PI4K2A block	structure	PGK inhibitor
1%	-3	O=C(CSc1nnc(-c2ccccc2F)n1C1CC1)N1CCCC1	-7%
-3%	6	Nc1ccn([C@@H]2O[C@H](CNCc3cc(Br)ccc3OCc3ccccc3)[C@@H](O)[C@H]2O)c(=O)n1	-5%

# Remaining list, next part:
GLS inhibitor	PI4K2A block	structure	PGK inhibitor
1%	6	CCN1C(=O)[C@H]2[C@@H](c3ccc(C)cc3)N[C@]3(CCCN(Cc4ccc(F)cc4)C3=O)[C@H]2C1=O	0%
6%	-9	CC(C)C1C(=O)N(Cc2cn(Cc3ccco3)nn2)CCS(=O)(=O)N1Cc1ccc(-c2cccc(N(C)C)c2)cc1 (centres undefined)	i
-4%	-2	CCCCCC(=O)N1C[C@H](n2cc(-c3ccc(F)cc3)nn2)[C@@H](O)C[C@@H]1c1ccc(C)cc1	-11%
-7%	5	O=C(OCC(=O)N1CCCCCC1)c1cccc(Cl)c1Cl	i
-7%	7	COc1ccc(C(=O)CC(C#N)c2ccc3c(c2)OCO3)cc1OC (centres undefined)	-2%
-1%	-1	CC1CCC(NC(=O)C(NS(=O)(=O)c2ccc(Br)cc2)C(C)C)CC1 (centres undefined)	i
-1%	1	Cc1ccc(C(=O)NC(C)C(c2cccs2)N2CCOCC2)cc1C (centres undefined)	4%
12%	-4	COc1cccc(/C=C/C(=O)OCC(=O)Nc2ccc3c(c2)OCO3)c1	-7%
-1%	-9	COc1cc(NC(=O)COc2ccc([N+](=O)[O-])cc2)ccc1NC(=O)c1ccco1	-8%
-2%	-5	C[C@H]1CN([C@@H](C)CO)C(=O)CCCn2cc(nn2)CO[C@@H]1CN(C)C(=O)c1ccncc1	i
13%	-2	CCCCN1C(=O)C(CC(=O)NC2CC2)CC(C(=O)N(CC)CC)=C1C (centres undefined)	3%
3%	-11	COc1cc2c(cc1N)-c1ccc(N)cc1C2=O	-17%
-7%	-1	CCN(CC)C(=O)c1[nH]cnc1C(=O)Nc1ccccc1F	i
-1%	-3	C[C@@H]1CN([C@@H](C)CO)C(=O)CCCn2nncc2CO[C@@H]1CN(C)S(=O)(=O)c1cccc(F)c1	-2%
5%	4	O=C1c2ccccc2S(=O)(=O)c2cc(-c3nn[nH]n3)ccc21	-4%
-1%	-2	CCCNC(=O)C[C@@H]1C[C@H]2c3cc(NC(=O)c4ccc5c(c4)OCO5)ccc3O[C@H]2[C@@H](CO)O1	-7%
1%	-2	CC1(C)CC(=O)C=C(c2ccccc2CO)C1=O	2%
10%	-5	COc1ccc(C(=O)NC(C)Cc2c[nH]c3ccccc23)cc1 (centres undefined)	-6%
-11%	4	O=C(C[C@@H]1C[C@H]2c3cc(NC(=O)C4CCC4)ccc3O[C@H]2[C@@H](CO)O1)NCc1ccc(-c2ccccc2)cc1	-10%
8%	-2	Cc1ccc(C(=Cc2ccc([N+](=O)[O-])cc2)C(=O)O)cc1	-8%
2%	-2	COC(=O)[C@H]1C[C@H](OC(=O)Nc2cccs2)[C@@]2(O)CN(S(=O)(=O)c3ccc(C)cc3)CC2[C@H]1C(=O)OC (some centres undefined)	5%
7%	-2	Cc1ccc(S(=O)(=O)N2CCOCC2)cc1NC(=O)Cn1nnc(-c2ccccc2)n1	-3%
0%	-1	Cc1nc2ccccn2c(=O)c1NC(=O)COc1ccccc1	-2%
-3%	6	COc1ccc(CCNC(=O)c2cc(S(=O)(=O)N3CCc4ccccc43)ccc2F)cc1OC	-6%
1%	4	COc1ccc(C2CC(c3cccc([N+](=O)[O-])c3)=NN2/C(C)=C/C(C)=O)cc1 (centres undefined)	-3%

# Assay outcomes from PubChem.
